OPRM1-OPRD1 inv – inverse agonists of human mu-delta opioid receptor heterodimerization; cell-based MOR-DOR heterodimer luminescence, inverse agonism; inhibition, % at 9.3 µM; P35372+P41143; AID 504357; 0.21% of 340,000 active; in the data active = inhibition above about 22%, passing the limit was not always enough;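 note: 0% = cells with DMSO and 100% = wells without cells with DMSO; values of inactives mirror those of a sister screen read the other way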
HTR5A inv ag – inverse agonist of human HTR5A in OPRM1-OPRD1 counter-screen; inhibition, % at 9.3 µM; 0.083% of 340,000 active; P47898; HTR5A cell line, luminescence, inverse agonism; AID 504634; in the data active = inhibition mostly above about 23%, no sharp cut-off; inactive = mostly below about 18%;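 note: 0% = cells with DMSO and 100% = no-cell wells with DMSO; some compounds called inactive have numbers as strong as hits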
Target sequence (P47898 whole entry, looked up): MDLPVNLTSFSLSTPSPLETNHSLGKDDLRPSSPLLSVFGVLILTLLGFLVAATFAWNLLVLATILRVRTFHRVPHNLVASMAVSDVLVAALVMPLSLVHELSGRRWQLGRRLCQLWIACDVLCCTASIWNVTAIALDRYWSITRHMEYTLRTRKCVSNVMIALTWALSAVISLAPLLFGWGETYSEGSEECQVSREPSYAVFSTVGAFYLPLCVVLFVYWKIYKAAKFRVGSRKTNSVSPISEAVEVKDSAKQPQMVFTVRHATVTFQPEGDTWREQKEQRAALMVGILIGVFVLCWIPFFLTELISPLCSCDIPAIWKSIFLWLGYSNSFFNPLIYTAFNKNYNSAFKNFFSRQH
PKA-R1A activ – activators of PKA-R1A complex; P00514+P68181; activation, % at 11.4 µM; 0.083% of 340,000 active; PKA-R1A dissociation, Cy5-IP20 fluorescence polarization; scaled: DMSO 0%, 113 µM cGMP 100%; AID 504707;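 active = percent activation above the mean of all tested compounds plus 3 SD, cut at about 19% in these data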;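 note: higher means more PKAc released from R1A so a rise in polarization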
MOR-DOR ag – agonists of human mu-delta opioid receptor heterodimerization | cells, OPRM1-OPRD1 heterodimerization, luminescence | 0.3% of 340,000 active | activation, % at 9.3 µM; in the data active = activation above about 18%;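 note: 0% = vehicle-treated cells and 100% = reference agonist; values of inactives mirror those of a sister screen read the other way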
AddAB inh – less growth of phage-infected E. coli with AddAB | E. coli expressing H. pylori AddAB, absorbance growth | inhibition, % at 11.9 µM | 0.29% of 330,000 active | AID 435030; in the data active = inhibition above about 12%;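 note: 0% = vehicle wells of infected cells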
Tat export inh – blocks Tat-dependent protein export in E. coli; E. coli MC4100 TorA-mCherry Tat export, fluorescence; inhibition, % at 10 µM; 0.036% of 340,000 active;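 active = mean replicate inhibition at least 50% and at least half of replicates individually reaching 50%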;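 note: exported cargo escapes ClpAP degradation while cytoplasmic cargo is degraded and loses fluorescence; 0% = median of neutral control wells and 100% = median of NaSCN control wells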
phage Ecoli inh – E. coli growth loss with phage present | growth absorbance | inhibition, % at 11.9 µM | 0.26% of 360,000 active | AID 651602; in the data active = inhibition above about 11%
PfHsp90 set2 – inhibits growth of yeast expressing Plasmodium falciparum Hsp90; S. cerevisiae expressing PfHsp90, BacTiter-Glo ATP, 48 h; yeast lacking PDR1 and PDR3 efflux regulators; inhibition, % at 9.4 µM; 0.32% of 310,000 active; AID 504621;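 active = every replicate shows inhibition above about 80%, whatever the replicate mean, limit read from the data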;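 note: 0% = DMSO neutral controls and 100% = 20 µM radicicol positive controls; yeast relying on Plasmodium falciparum Hsp90 in place of its own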
Ecoli viability – reduces bacterial viability in AddAB counter-screen; E. coli V3065 growth, OD600 absorbance, 18 h; inhibition, % at 11.9 µM; 0.27% of 330,000 active; AID 449728;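 active = inhibition above the campaign's mean inhibition across all tested compounds plus 3 SD, cut at about 9.9% in these data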;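 note: uninfected addAB+ strain grown without phage in ampicillin broth; 0% = DMSO wells and 100% = ciprofloxacin 0.95 µg/ml wells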
Mot1-301 SUMO – blocks SUMOylation pathway, rescuing yeast Mot1-301 growth. S. cerevisiae Mot1-301 growth rescue, ATP luminescence, 38.5C; percent above DMSO median, 100 means doubled. growth rescue, % at 18.8 µM. 1% of 320,000 active;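 active = every valid replicate shows activation above 250% relative to neutral control wells; inactive = the rest, any valid replicate at or below 250%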;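 note: OY570 slx delta 5 strain wells were the positive control but not used for scaling; some compounds called inactive have numbers as strong as hits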
PKA-R2B act – activates the human PKA-R2B holoenzyme complex. AID 504700. activation, % at 11.4 µM. PKA-R2B holoenzyme dissociation, Cy5-IP20 fluorescence polarization; R2B truncated from residue 108, S112A mutant; 0% DMSO only, 100% 113 µM cGMP. 0.079% of 340,000 active. P22694+P31323;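 active = activation above a cutoff set at the mean over all compounds plus 3 SD, cut at about 18% in these data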;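 note: higher means more holoenzyme dissociation and a rise in polarization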
Target sequence (P31323 whole entry, looked up, other chains not shown, the tested form may be a part): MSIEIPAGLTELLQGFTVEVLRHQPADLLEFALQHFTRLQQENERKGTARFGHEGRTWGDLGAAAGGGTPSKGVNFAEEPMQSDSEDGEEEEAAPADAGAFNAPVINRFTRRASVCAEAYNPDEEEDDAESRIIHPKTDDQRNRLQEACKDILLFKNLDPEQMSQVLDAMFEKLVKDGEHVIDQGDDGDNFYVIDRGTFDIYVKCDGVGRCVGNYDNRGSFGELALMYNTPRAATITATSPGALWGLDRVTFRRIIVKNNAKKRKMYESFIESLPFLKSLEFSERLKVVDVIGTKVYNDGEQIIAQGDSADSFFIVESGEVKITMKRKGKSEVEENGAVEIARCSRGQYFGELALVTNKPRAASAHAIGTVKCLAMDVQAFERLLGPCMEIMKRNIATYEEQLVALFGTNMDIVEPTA
* = called active by the depositor; . = not tested or not shown.

Start of the data: the first two compounds, ahead of the listing:
Every second line gives: OPRM1-OPRD1 inv, HTR5A inv ag, PKA-R1A activ, MOR-DOR ag, AddAB inh, Tat export inh, phage Ecoli inh, PfHsp90 set2, Ecoli viability, Mot1-301 SUMO, PKA-R2B act
COC(=O)/C=C1\N/C(=N\c2nc(C)cc(C)n2)N(c2ccc(C)c(C)c2)C1=O
  3, -24, -2, -0.6, 3.2, 3, 3.4, -11, -0.9, -15, 3
CC(=O)Nc1ccc(C=CC=Cc2cccc([N+](=O)[O-])c2)cc1
  14, 9, 0, -2.8, ., 3, -1.1, -35, ., ., -6

The listing, repeating the preview:
Every second line gives: OPRM1-OPRD1 inv, HTR5A inv ag, PKA-R1A activ, MOR-DOR ag, AddAB inh, Tat export inh, phage Ecoli inh, PfHsp90 set2, Ecoli viability, Mot1-301 SUMO, PKA-R2B act
COC(=O)/C=C1\N/C(=N\c2nc(C)cc(C)n2)N(c2ccc(C)c(C)c2)C1=O
  3, -24, -2, -0.6, 3.2, 3, 3.4, -11, -0.9, -15, 3
CC(=O)Nc1ccc(C=CC=Cc2cccc([N+](=O)[O-])c2)cc1
  14, 9, 0, -2.8, ., 3, -1.1, -35, ., ., -6
O=S(=O)(NC1=NCCCCC1)c1cccs1
  0, 6, -7, 0.0, 1.3, 0, 1.3, 5, -1.9, -5, -1
O=C(COC(=O)c1ccc(CO)cc1)NCc1cccs1
  7, 1, -7, -1.3, 2.5, -20, 3.2, 0, 1.0, 4, 13
COc1ccc(C(=O)Nc2ccccc2-c2nnn(CC(=O)Nc3ccc4c(c3)OCCO4)n2)cc1
  15, -14, 0, -2.7, 1.4, 2, 2.0, 29, 0.8, -1, -11
CN1CCN(C(=O)c2cc3c(n(-c4ccccc4)c2=O)CC(C)(C)CC3=O)CC1
  1, -9, -4, -0.1, 0.6, -16, 0.9, 0, 0.8, -7, 2
C=C1C(C(=O)N2CCOCC2)C1C(=O)N1CCOCC1 (stereo unspecified)
  15, -30, 2, -2.7, -0.8, 2, -0.1, -18, -1.7, -8, -12
CC/C(=N\NC(=O)c1nnn(-c2nonc2N)c1-c1ccc2c(c1)OCO2)c1ccccc1
  13, 4, -8, -2.3, 2.5, -14, 1.6, -9, -0.2, -2, 3
CCOCCOC(=O)NCCCCCCNC(=O)OCCOCC
  7, 11, -9, -1.4, 5.5, 1, 0.0, -6, 3.6, -11, 1
Cc1cc(NS(=O)(=O)c2ccc(NC(=O)Nc3cccc(Cl)c3)cc2)no1
  9, -9, -7, -1.9, 2.4, -12, 4.5, 20, 0.2, 0, 1
CC1CN(S(=O)(=O)c2cccc(C(=O)NCc3ccco3)c2)CC(C)O1 (stereo unspecified)
  4, 1, 9, -1.1, -1.5, 2, 1.4, 3, -2.5, 1, -2
Cc1cccc(C2c3[nH]c4ccccc4c3CCN2C(=O)c2noc3c2CCCC3)n1 (stereo unspecified)
  1, -8, -10, -0.1, 5.1, 16, 0.4, -79, 0.2, -26, 0
COc1ccc(/C=C(\C#N)C(=O)Nc2cc(S(=O)(=O)N3CCCCC3)ccc2N2CCCCC2)cc1
  13, 7, 9, -2.6, -1.4, -9, 0.8, -20, -0.6, -10, -4
Cc1c(CC(=O)N2CCC(C(N)=O)CC2)c(=O)oc2cc3c(cc12)CCC1(CCCCC1)O3
  0, -18, 4, 0.0, 3.7, 13, 2.5, 1, -0.7, -8, -4
N#CC1=C(N)Oc2cc(O)ccc2C1C1CCCCC1 (stereo unspecified)
  -8, 5, -4, 1.9, 3.2, 3, 2.5, 9, 3.6, 26, 13
COc1ccccc1C(=O)NCC(=O)OC(C)C(=O)NC(=O)NC1CCCCC1 (stereo unspecified)
  5, -7, -11, -0.8, -0.6, -5, 0.7, -2, 0.2, 6, 1
CCOC(=O)N1CCN(C(=O)CN(C)S(=O)(=O)c2ccc(OCC)cc2)CC1
  -7, 2, -3, 1.0, 2.9, 12, -0.9, 7, 0.8, -5, -5
Cc1ccc(C(=O)NCCSCc2ccccc2)cc1[N+](=O)[O-]
  -6, 20, 5, 1.2, 2.4, -4, 4.5, 10, -2.9, 1, -9
Nc1nc(Nc2ccccc2)nc(NCc2ccccc2)c1[N+](=O)[O-]
  -59, -1, -10, 11, 1.1, 8, 3.0, -29, -3.6, 19, -6
CCOC(=O)c1c(C)[nH]c(C)c1C(=O)CN1C(=O)NC2(CCC(C)CC2)C1=O (stereo unspecified)
  13, 19, -4, -2.9, 3.9, 13, 0.5, 3, 1.3, 29, -5
O=C(CCCC(=O)N(CC(=O)NC1CCCCC1)c1ccc(F)cc1)Nc1ccccn1
  -4, 15, -13, 0.6, -0.8, 16, 1.2, -2, -1.8, 97, -1
CCOC(=O)c1cc(-c2ccc(OC(F)F)cc2)nc2nc(SC)[nH]c(=O)c12
  3, -3, -1, -0.4, -0.4, -4, 1.1, 13, 0.4, -3, -5
COc1ccc(C(=O)NCc2nnc(SCC(=O)Nc3cc(C)on3)o2)cc1OC
  4, 13, -9, -0.9, 2.1, -6, 3.2, 9, -2.2, -23, -2
Cc1csc(CN(C)C(=O)CC2C(=O)NCCN2Cc2ccc(-c3ccccc3)cc2)n1 (stereo unspecified)
  -11, -4, -2, 2.1, -3.1, -2, 4.6, -22, -0.4, 10, -18
O=C(CN1CCCC1)Nc1ccc([N+](=O)[O-])cc1Cl
  -6, -2, -2, 1.2, 3.2, -4, 2.5, 2, 2.3, -7, 9
CCCCn1c(N)c(N(CCOC)C(=O)c2ccc(N3C(=O)CCC3=O)cc2)c(=O)[nH]c1=O
  -1, 11, -12, 0.1, -1.4, 20, 4.8, ., 1.5, 1, 8
Cc1cccc2sc(NC(=O)c3cc(S(=O)(=O)N(C)C)ccc3N3CCCC3)nc12
  3, 0, -8, -0.7, 6.5, -1, 1.7, -24, -1.1, 6, -16
COC(=O)c1ccccc1NC(=O)N1c2ccccc2CC1C (stereo unspecified)
  -14, 9, -4, 2.7, 2.1, 0, 1.1, ., -0.5, 96, -12
COc1ccccc1N1C(=NC(=O)CCC2CCCC2)SC2CS(=O)(=O)CC21 (stereo unspecified)
  6, -8, 5, -1.2, 1.2, -1, 3.0, 9, -0.2, 153, -5
CCCCCc1cc(OC)cc2c1C(=O)OC(C)(C)O2
  -33, -1, -7, 6.7, 0.9, 5, 2.6, -36, 2.5, ., 2

(more compounds)
Every second line gives: OPRM1-OPRD1 inv, HTR5A inv ag, PKA-R1A activ, MOR-DOR ag, AddAB inh, Tat export inh, phage Ecoli inh, PfHsp90 set2, Ecoli viability, Mot1-301 SUMO, PKA-R2B act
CN(C)C(=O)CN1C(=O)C2CCCCN2C(=O)c2ccccc21 (stereo unspecified)
  15, -18, 1, -2.7, 2.5, 20, 3.3, -3, 0.3, -3, 0
CC1C(C#N)=C(N)OC2=C1C(=O)CC(C)(C)C2 (stereo unspecified)
  3, -2, 9, -0.5, 5.7, 2, 1.7, 20, 2.5, -10, -7
CCOC(=O)c1ccc(N2C(=O)c3n[nH]c(C)c3C2c2ccccc2)cc1 (stereo unspecified)
  1, -3, 9, -0.2, 2.1, -6, 3.4, 7, 2.2, 452, 2
CC(=O)Nc1ccc(NC(=O)C(C)OC(=O)C2CCN(S(=O)(=O)c3ccc4c(c3)OCCO4)CC2)cc1 (stereo unspecified)
  15, 10, -8, -2.8, 0.3, 5, 3.3, -5, 0.6, -14, -19
O=c1c2ccccc2nc(CSc2nnnn2-c2ccccc2)n1-c1cccc(C(F)(F)F)c1
  -17, -1, -11, 2.9, -2.0, -7, -0.4, -11, 2.5, 0, -3
CCCc1c(C(=O)N/N=C/c2ccccc2C(F)(F)F)nnn1-c1nonc1N
  -25, -13, -2, 4.8, 2.2, 3, 2.4, -3, 1.8, 3, -5
Cc1nn(-c2nc3ccccc3[nH]2)c(N)c1-c1ccccc1
  -14, 9, -6, 2.7, -3.2, -5, -1.1, 4, -3.8, 110, 2
Cc1ccc2c(c1)N(C(=O)CCC(=O)NCCCN1CCN(C)CC1)CC(C)O2 (stereo unspecified)
  -10, -10, 7, 1.7, 0.5, 3, 3.6, -15, 0.1, 430, -5
Nc1nonc1-c1nc2ccccc2n1Cc1ccc(Cl)cc1
  -28, -26, -16, 5.5, 0.8, 2, -0.1, ., 2.5, 6, 7
COc1ccccc1NS(=O)(=O)c1cc(NC(=O)C2CCCC2)ccc1N1CCOCC1
  7, 10, -20, -1.4, 2.7, 3, 2.6, -9, 0.8, -13, -8

No new results follow: 13 of the compounds above.
Every second line gives: OPRM1-OPRD1 inv, HTR5A inv ag, PKA-R1A activ, MOR-DOR ag, AddAB inh, Tat export inh, phage Ecoli inh, PfHsp90 set2, Ecoli viability, Mot1-301 SUMO, PKA-R2B act
COC(=O)c1ccccc1NC(=O)N1c2ccccc2CC1C (stereo unspecified)
  -14, 9, -4, 2.7, 2.1, 0, 1.1, ., -0.5, 96, -12
COc1ccccc1N1C(=NC(=O)CCC2CCCC2)SC2CS(=O)(=O)CC21 (stereo unspecified)
  6, -8, 5, -1.2, 1.2, -1, 3.0, 9, -0.2, 153, -5
CCCCCc1cc(OC)cc2c1C(=O)OC(C)(C)O2
  -33, -1, -7, 6.7, 0.9, 5, 2.6, -36, 2.5, ., 2
CN(C)C(=O)CN1C(=O)C2CCCCN2C(=O)c2ccccc21 (stereo unspecified)
  15, -18, 1, -2.7, 2.5, 20, 3.3, -3, 0.3, -3, 0
CC1C(C#N)=C(N)OC2=C1C(=O)CC(C)(C)C2 (stereo unspecified)
  3, -2, 9, -0.5, 5.7, 2, 1.7, 20, 2.5, -10, -7
CCOC(=O)c1ccc(N2C(=O)c3n[nH]c(C)c3C2c2ccccc2)cc1 (stereo unspecified)
  1, -3, 9, -0.2, 2.1, -6, 3.4, 7, 2.2, 452, 2
CC(=O)Nc1ccc(NC(=O)C(C)OC(=O)C2CCN(S(=O)(=O)c3ccc4c(c3)OCCO4)CC2)cc1 (stereo unspecified)
  15, 10, -8, -2.8, 0.3, 5, 3.3, -5, 0.6, -14, -19
O=c1c2ccccc2nc(CSc2nnnn2-c2ccccc2)n1-c1cccc(C(F)(F)F)c1
  -17, -1, -11, 2.9, -2.0, -7, -0.4, -11, 2.5, 0, -3
CCCc1c(C(=O)N/N=C/c2ccccc2C(F)(F)F)nnn1-c1nonc1N
  -25, -13, -2, 4.8, 2.2, 3, 2.4, -3, 1.8, 3, -5
Cc1nn(-c2nc3ccccc3[nH]2)c(N)c1-c1ccccc1
  -14, 9, -6, 2.7, -3.2, -5, -1.1, 4, -3.8, 110, 2
Cc1ccc2c(c1)N(C(=O)CCC(=O)NCCCN1CCN(C)CC1)CC(C)O2 (stereo unspecified)
  -10, -10, 7, 1.7, 0.5, 3, 3.6, -15, 0.1, 430, -5
Nc1nonc1-c1nc2ccccc2n1Cc1ccc(Cl)cc1
  -28, -26, -16, 5.5, 0.8, 2, -0.1, ., 2.5, 6, 7
COc1ccccc1NS(=O)(=O)c1cc(NC(=O)C2CCCC2)ccc1N1CCOCC1
  7, 10, -20, -1.4, 2.7, 3, 2.6, -9, 0.8, -13, -8

Source: PubChem BioAssay
